# Screening data deposited in PubChem BioAssay by several laboratories.
# Mtb BioA inh = BioA (M. tuberculosis) enzyme inhibition | AID 602481 | 360,000 compounds, 0.096% hits | purified M. tuberculosis BioA enzyme, plate reader | inhibition, % at 9.99 µM; in the data active = inhibition above about 40%
# MazF activator = MazEF (E. coli) toxin RNase activation | P0AE70 | FAM/BHQ RNA-DNA oligo cleavage fluorescence, 5 h | activation, % at 20 µM | 350,000 compounds, 0.32% hits | AID 504720; in the data active = activation above about 50%
# Target sequence (P0AE70 whole entry, looked up): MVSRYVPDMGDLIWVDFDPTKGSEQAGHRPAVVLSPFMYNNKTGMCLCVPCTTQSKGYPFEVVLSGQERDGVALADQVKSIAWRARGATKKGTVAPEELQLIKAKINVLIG
# BH1578 lux ind = quorum light induction in luxS cqsA deficient V. cholerae. activation, % at 18.7 µM. V. cholerae BH1578 lux reporter, luminescence, 6 h. AID 588436. 350,000 compounds, 0.16% hits; in the data active = activation mostly above about 9.7%, no sharp cut-off; also: not every result past the cut was called active; inactives centre near 0; reference of the scale not given here
# UGM FP inh = inhibitors of M. tuberculosis UDP-galactopyranose mutase; P9WIQ1; purified UGM, fluorescence polarization probe displacement; inhibition, % at 10 µM; 320,000 compounds, 0.06% hits; AID 504406; in the data active = inhibition above about 10%, passing the limit was not always enough
# Target sequence (P9WIQ1 whole entry, looked up): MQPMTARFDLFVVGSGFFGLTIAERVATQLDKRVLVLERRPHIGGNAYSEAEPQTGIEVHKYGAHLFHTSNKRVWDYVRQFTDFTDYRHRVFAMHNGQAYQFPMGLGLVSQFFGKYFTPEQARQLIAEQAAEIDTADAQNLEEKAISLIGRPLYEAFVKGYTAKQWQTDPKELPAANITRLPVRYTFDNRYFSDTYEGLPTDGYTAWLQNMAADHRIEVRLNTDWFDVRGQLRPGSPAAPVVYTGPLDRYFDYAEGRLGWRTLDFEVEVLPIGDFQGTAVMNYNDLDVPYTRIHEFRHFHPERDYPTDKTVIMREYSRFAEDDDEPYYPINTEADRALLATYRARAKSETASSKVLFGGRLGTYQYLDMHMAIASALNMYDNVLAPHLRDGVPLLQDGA
# PriA SSB inh = K. pneumoniae PriA-SSBct interaction inhibition | AlphaScreen SSBct-PriA binding, biotinylated peptide | inhibition, % at 33 µM | 430,000 compounds, 0.6% hits | AID 1272365; in the data active = inhibition mostly above about 37%, no sharp cut-off; inactive = mostly below about 20%;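 also: plate controls were negative control peptide for no effect and reference peptide for full effect; strong numbers were not always called active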
# FBA Mtb inh = inhibits M. tuberculosis FBA enzyme | AID 588726 | inhibition, % at 1 µM | P9WQA3 | 360,000 compounds, 2.3% hits | purified M. tuberculosis FBA, fluorescence read-out; in the data active = inhibition above about 27%;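 also: 0% = vehicle and 100% = reference inhibitor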
# Target sequence (P9WQA3 whole entry, looked up): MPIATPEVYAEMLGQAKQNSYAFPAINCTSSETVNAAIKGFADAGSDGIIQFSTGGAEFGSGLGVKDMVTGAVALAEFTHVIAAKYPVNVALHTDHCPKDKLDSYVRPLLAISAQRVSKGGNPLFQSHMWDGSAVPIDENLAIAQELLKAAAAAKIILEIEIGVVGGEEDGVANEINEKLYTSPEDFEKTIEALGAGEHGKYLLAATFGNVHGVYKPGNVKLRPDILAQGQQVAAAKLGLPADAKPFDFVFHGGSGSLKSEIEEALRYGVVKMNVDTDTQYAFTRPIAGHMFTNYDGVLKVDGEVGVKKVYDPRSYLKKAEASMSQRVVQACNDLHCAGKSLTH
# Rv3671c protease = Rv3671c (M. tuberculosis) protease inhibition; P9WHR9; inhibition, % at 5.96 µM; 320,000 compounds, 0.048% hits; AID 2606; in the data active = inhibition above about 38%;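 also: extracellular domain of Rv3671c used as enzyme; 0% = enzyme with DMSO and 100% = no enzyme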
# SARS 3CLpro inh = SARS-CoV 3CLpro protease inhibition | P0C6X7 | recombinant SARS-CoV 3CLpro, quenched FRET peptide cleavage | inhibition, % at 6 µM | 290,000 compounds, 0.14% hits | AID 1706; in the data active = inhibition above about 12%
# DUSP3 inh = blocks human VHR1 dual specificity phosphatase; recombinant VHR phosphatase, pNPP absorbance; 290,000 compounds, 0.52% hits; inhibition, % at 13.3 µM; in the data active = inhibition above about 50%; also: some compounds called inactive have numbers as strong as hits
# Target sequence (P51452 whole entry, looked up): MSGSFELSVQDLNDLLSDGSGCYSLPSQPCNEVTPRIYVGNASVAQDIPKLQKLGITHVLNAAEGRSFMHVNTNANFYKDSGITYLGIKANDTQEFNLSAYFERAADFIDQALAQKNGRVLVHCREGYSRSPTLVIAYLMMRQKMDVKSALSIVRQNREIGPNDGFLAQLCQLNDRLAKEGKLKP
# GDH-TPI inh = counter-screen for M. tuberculosis FBA inhibitors: GDH-TPI coupled enzymes; GDH-TPI coupled enzyme counterscreen, NADH absorbance; inhibition, % at 4.8 µM; 360,000 compounds, 1.2% hits; AID 588335; in the data active = inhibition above about 30%;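 also: 0% = DMSO wells and 100% = wells lacking the enzyme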
# Starred values were filed as active, the others as inactive; i = inactive; · = not tested or not shown; + = active, no number.
SMILES,Mtb BioA inh,MazF activator,BH1578 lux ind,UGM FP inh,PriA SSB inh,FBA Mtb inh,Rv3671c protease,SARS 3CLpro inh,DUSP3 inh,GDH-TPI inh
c1ccc(-c2nc(-c3ccncc3)n[nH]2)nc1,·,-1,-0.4,-2.4,28,4,3,4,26,-4
COc1ccc(CC(=O)NC2CCSc3ccccc32)cc1OC (centres undefined),-2.6,-3,-0.7,-0.9,-11,-1,1,1,23,-7
Cc1cc(C)nc(/N=C(/NC(=O)Nc2ccc(Cl)c(Cl)c2)Nc2cccc(Cl)c2)n1,0.1,6,i,-1.3,·,1,0,-1,39,-1
OC1COC(O)C(O)C1O (centres undefined),-1.4,6,i,-4.8,-2,1,6,·,·,9
COc1ccc(NC(=S)NC2CCCCC2)cn1,0.2,6,-6.4,0.8,-4,-1,3,2,39,5
O=C(Nc1ccc(CN2CCS(=O)(=O)CC2)cc1)c1ccccc1,-1.1,0,-0.1,-0.1,1,2,4,5,6,9
Cc1ccc([N+](=O)[O-])cc1S(=O)(=O)Nc1cccc(S(=O)(=O)NC2=NCCC2)c1,5.5,-1,-3.3,3.5,0,1,9,·,·,9
CC(=O)c1cccc(NC(=S)NCCc2ccc(Cl)cc2)c1,1.2,-12,-1.3,-0.4,1,1,-2,8,10,2
O=C(CNC(=O)c1ccc(Br)o1)NNC(=O)c1ccccc1,-0.1,1,i,·,-13,0,·,·,·,2
Cc1cc(C)[n+](C)n1CC(O)Cn1c2ccccc2c2ccccc21 (centres undefined),·,17,i,0.6,-3,1,5,-1,17,-2
CC1CCCC(NS(=O)(=O)c2cc3c(cc2Cl)NC(=O)CO3)C1C (centres undefined),0.6,-1,-0.4,-3.5,-9,0,-10,0,21,5
Cc1cccc2cc3c(N)c(C(=O)N4CCCc5ccccc54)sc3nc12,-5.7,-77,-0.1,3.5,-21,-4,-2,5,-2,11
N#Cc1cccc(NC(=O)CC2CCCCC2)c1,·,-14,i,1.7,-4,-5,10,-6,-2,-7
O=C(COc1ccc([N+](=O)[O-])cc1Cl)NCCc1ccccc1,1.7,2,-0.7,-0.9,-9,1,3,-3,2,0
CN1C(=O)CC(C(=O)O)SC1=Nc1cc(Cl)c(O)c(Cl)c1 (centres undefined),-0.3,9,-0.4,1.0,-1,3,2,-4,19,0
Cc1ccc(Cl)cc1N1CCN(C(=O)C2CCN(S(=O)(=O)c3cccnc3)CC2)CC1,0.0,-4,-0.9,1.1,-13,6,0,3,5,6
NS(=O)(=O)c1ccc(CCNC(=O)C(=O)c2cn(CC(=O)N3CCOCC3)c3ccccc23)cc1,-1.8,0,-0.8,-1.4,4,-5,8,3,11,11
Cc1ccc(NC(=O)CS(=O)CC(=O)N(c2ccc(C)cc2)C(C)C(=O)NC2CCCCC2)cc1 (centres undefined),·,4,-0.4,-0.8,-15,-1,-1,1,13,-1
N#CCCN(C(=O)COC(=O)CCc1nc2ccccc2c(=O)[nH]1)c1ccc(F)cc1,1.3,-11,-0.5,1.0,·,3,4,·,·,11
Cc1c(C(=O)N2CCCCC2C)sc2ncnc(N3CCc4ccccc4C3)c12 (centres undefined),·,7,i,1.8,-13,-3,-4,2,-7,11
O=c1cc(-c2cccc(Br)c2)nc(-c2ccccc2F)o1,·,-3,-0.4,3.2,-6,-2,-4,3,-10,7
O=C(O)c1ccc(N/N=C/c2ccc(-c3ccc(Br)cc3)o2)cc1,0.8,-4,i,0.4,·,11,14,-1,7,19
O=C(COC(=O)c1cc(=O)[nH]c(=O)[nH]1)Nc1cccc(Cl)c1,6.5,4,0.9,-4.7,-3,-1,9,·,·,12
O=C(CNS(=O)(=O)c1ccccc1)N/N=C/c1ccccc1[N+](=O)[O-],·,11,0.9,-1.1,·,5,-1,-5,-5,8
CSc1cccc(NC(=S)N(CCC(C)C)C(C)c2ccncc2)c1 (centres undefined),0.2,8,i,2.2,1,2,4,2,23,6

# Some values from the list.
# O=C(CNC(=O)c1ccc(Br)o1)NNC(=O)c1ccccc1 – Mtb BioA inh = -0.1
# O=C(COc1ccc([N+](=O)[O-])cc1Cl)NCCc1ccccc1 – BH1578 lux ind = -0.7

# Two compounds from above with just FBA Mtb inh:
structure	FBA Mtb inh
COc1ccc(NC(=S)NC2CCCCC2)cn1	-1
O=C(Nc1ccc(CN2CCS(=O)(=O)CC2)cc1)c1ccccc1	2

# More compounds.
SMILES,Mtb BioA inh,MazF activator,BH1578 lux ind,UGM FP inh,PriA SSB inh,FBA Mtb inh,Rv3671c protease,SARS 3CLpro inh,DUSP3 inh,GDH-TPI inh
CC(=O)c1ccc(OCCCC(=O)Nc2ccc(C)c(S(=O)(=O)N(C)C)c2)cc1,0.6,-12,0.0,1.0,-10,-1,-11,4,-13,7
C=C(C)Cn1c(=S)[nH]c2ccccc2c1=O,1.5,0,-2.1,-1.9,-9,-11,9,-10,1,0
CC(C)Cn1c(N)c(C(=O)COC(=O)c2cccnc2Cl)c(=O)n(C)c1=O,·,0,·,-2.2,-14,1,5,6,9,-8
COc1ccc(CNC(=O)Cn2ncn3cccc3c2=O)cc1,·,·,·,2.8,·,·,-3,-1,15,·
Cc1cc(/C=N\NC(=O)COc2cccc3cccnc23)c(C)n1-c1ccc(Br)cc1,·,-26,i,-6.4,·,-1,-10,1,2,15
CCCCn1c(N)c(N(CCOC)C(=O)c2ccc(-c3ccc([N+](=O)[O-])cc3)o2)c(=O)[nH]c1=O,-0.5,7,-0.2,-2.3,4,3,14,4,33,14
Cc1ccc(CC2(c3ccccc3)NC(=O)NC2=O)cc1 (centres undefined),-3.8,-11,-3.2,·,3,3,·,·,·,-3
Cn1nc(C(C)(C)C)cc1C(=O)NNC(=O)c1ccc(C(F)(F)F)cc1,·,2,-0.7,-1.5,-5,-1,2,1,8,-5
Cc1c2c(nc3ccccc13)CCC(C(C)(C)C)C2 (centres undefined),·,1,i,1.2,-27,-4,-12,-4,2,0
CN(C(=O)COC(=O)c1cc([N+](=O)[O-])ccc1Sc1ccccc1)C1CCS(=O)(=O)C1 (centres undefined),0.9,0,-0.6,-2.8,-2,2,-10,1,-9,6
Cc1ccc(NC(=O)CSc2nnc(-c3ccccn3)n2N)cc1F,-1.2,2,-0.4,0.9,-8,8,-1,-2,17,1
COc1ccccc1-n1c(SCC(=O)OC(C)C)nc2cccnc21,-5.6,-4,-0.5,1.8,-23,-1,6,-1,7,9
COc1ccc(CNC(=O)CN2C(=O)COc3ccc(S(=O)(=O)N4CCC(C)CC4)cc32)cc1,-0.2,7,-0.7,-0.6,-6,-1,-5,4,-20,-1
CC(C)CNC(=O)NC(=O)COC(=O)c1cccc(NS(=O)(=O)c2ccc(F)c(F)c2)c1,-3.3,1,i,-0.6,4,-2,-3,4,21,0
CCOC(=O)NC(=O)/C(C#N)=C(/C)N(C)C,·,7,-0.2,0.0,-2,-2,-12,-3,19,15
CCOC(=O)c1sc(NC(=O)C(CC)Sc2nnc3c4ccccc4n(CC)c3n2)nc1C (centres undefined),0.4,-5,i,0.3,3,-1,-2,-1,17,9
CCCC[C@@H]1C=C(C(=O)O)[C@H](c2ccc(C#N)cc2)N1S(=O)(=O)c1ccc(C)cc1,-0.2,-2,i,·,2,3,-3,·,·,-4
Cc1cc(C)nc(Nc2cccc3ccccc23)n1,4.8,10,-0.4,0.0,-2,-2,-10,-3,25,-6
CCOc1ccccc1C(=O)NC1CCNCC1,38,6,0.8,-1.6,-9,1,9,7,7,8
Cn1c(COc2ccccc2)nnc1SCC(=O)Nc1nnc(C2CC2)s1,-0.6,-8,-3.2,·,-2,-3,·,·,·,15
Cc1ccc(S(=O)(=O)N2CCC(C(=O)Nc3ccc4c(c3)OCO4)CC2)cc1,-0.8,6,-0.1,0.1,2,-2,-7,2,4,4
O=C(Nc1ccsc1C(=O)O)c1cccc(Oc2ccccc2)c1,3.5,0,i,0.8,13,2,-1,0,10,3
CONC(=O)c1cc(OCC(F)(F)F)ccc1OCC(F)(F)F,-0.4,3,-0.2,1.4,1,-1,5,-1,33,5
CC1(C)Cc2c(C#N)c(OCC(=O)c3ccc(Cl)cc3)nc(-c3ccco3)c2CO1,-0.9,-7,0.8,-0.5,-1,4,-1,-1,17,5
Cc1cc(C)n(-c2nc(-n3nc(C)cc3C)c3c4c(sc3n2)COC(C)(C)C4)n1,·,·,·,-0.3,·,·,3,3,7,·

# Next section.
SMILES,Mtb BioA inh,MazF activator,BH1578 lux ind,UGM FP inh,PriA SSB inh,FBA Mtb inh,Rv3671c protease,SARS 3CLpro inh,DUSP3 inh,GDH-TPI inh
O=c1ccc2ccc(OCc3nnc(-c4ccccc4Br)o3)cc2o1,·,14,-0.6,-1.8,-17,10,-8,-2,6,7
Cc1ccc(S(=O)(=O)/N=C(/c2ccc(F)cc2)N(C)C)cc1,-1.7,6,0.5,-0.5,·,2,-2,-3,·,3
O=C(NCc1cccnc1)C(Cl)(Cl)Cl,·,-1,-0.4,1.0,-6,2,-13,0,2,-2
CC1(C)CC(O)C(CCC(O)c2ccccc2)C(C)(C)N1 (centres undefined),-0.7,-1,·,-0.8,-9,0,4,-4,25,12
CCOc1ccc(NC(=O)CNC(=O)c2cn(-c3ccccc3OC)c(=O)c3ccccc23)cc1,-0.5,6,-0.3,1.4,-11,5,6,2,16,3
O=c1c2ccccc2c(C=Nc2ccc(O)cc2)c(O)n1Cc1ccccc1,-2.1,+,-0.4,1.7,2,-4,17,4,-16,0
COc1cc(C(=O)Nc2ccc3c(c2)OCO3)c([N+](=O)[O-])cc1OC,-0.7,1,i,3.5,-21,4,1,8,37,14
CCOC(CNC(=O)c1ccc2c(c1)ncn2-c1ccccc1OC)OCC,-1.4,-2,-0.2,-1.9,11,1,0,0,6,1
O=C(c1ccc(Cl)cc1)C1CCCN(Cc2cccn2-c2cccnc2)C1 (centres undefined),·,-3,-0.4,0.8,-10,3,3,-2,44,-4
COc1ccc(S(N)(=O)=O)cc1C(=O)OCC(=O)Nc1ncc(Cl)c(C)c1Cl,-1.3,1,i,2.5,-3,-2,7,·,·,-4
CCCS(=O)(=O)NC(=O)C1(C)CCN(C(=O)c2cccc(C)c2C)C1 (centres undefined),-3.1,·,-0.8,·,·,3,·,·,·,12
CCCCN(C(=O)COC(=O)c1ccc(C)s1)c1c(N)n(CCC)c(=O)[nH]c1=O,·,-4,·,0.7,-7,2,-8,·,·,6
COc1ccccc1NC(=O)NNC(=O)c1ccc2ccccc2c1,-0.2,-3,-0.4,1.8,4,-2,·,-1,14,0
Cc1nn(C)c(C)c1N1C(=O)c2cccc3c(Br)ccc(c23)C1=O,2.2,-6,i,-2.3,1,-4,-2,-3,13,20
Clc1ccc(-c2ccnc(-n3cccc3)n2)s1,-1.8,4,-0.6,2.1,-14,45*,-1,1,26,16
COc1ccc(/C=C/C(=O)c2ccc(Cl)s2)cc1O,-1.1,3,·,-0.3,3,-1,-3,9,-2,19
CC1CCN(C(=O)c2cccc(S(=O)(=O)N3CCCCC3)c2)CC1,-1.0,-3,2.9,2.1,-1,4,-6,0,4,-1
CCCCc1ccc(NC(=O)c2ccc(NS(C)(=O)=O)cc2)cc1,-0.3,-4,0.1,-0.9,-4,-6,5,0,15,1
CC(C)[C@@H](N)C(=O)NC[C@H]1O[C@@H](n2cnc3c(N)ncnc32)[C@H](O)[C@@H]1O,2.6,8,i,·,-15,0,·,·,·,12
OCCCn1c(C2CCCN2c2nc(-c3ccc(Cl)cc3)cs2)nc2cc(Cl)c(N3CCCCC3)cc21 (centres undefined),-1.3,-14,i,0.8,-1,-3,3,·,·,10

# One compound at a time (already shown). Order of values: Mtb BioA inh, MazF activator, BH1578 lux ind, UGM FP inh, PriA SSB inh, FBA Mtb inh, Rv3671c protease, SARS 3CLpro inh, DUSP3 inh, GDH-TPI inh
# `CCOc1ccc(NC(=O)CNC(=O)c2cn(-c3ccccc3OC)c(=O)c3ccccc23)cc1` across the screens: -0.5, 6, -0.3, 1.4, -11, 5, 6, 2, 16, 3
# `O=c1c2ccccc2c(C=Nc2ccc(O)cc2)c(O)n1Cc1ccccc1` across the screens: -2.1, +, -0.4, 1.7, 2, -4, 17, 4, -16, 0

# Not all compounds are listed, so the mix of outcomes need not match the whole.
